Source: PubChem BioAssay
Rpn11 block = Rpn11 (PSMD14) deubiquitinase inhibitors, primary screen, biochemical, fluorescence polarization, uHTS; human 26S proteasome, Ub4-pepOG fluorescence polarization; 20S core pre-blocked with epoxomicin; 26S proteasome non-ATPase regulatory subunit 14 (Homo sapiens), O00487; actives 0.59% (n = 360,000); calls only at 20 µM; AID 588493, 2011;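 active means inhibition at 20 µM, scaled to each plate's controls, above about 33%, limit read from the data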
SUMO1 PPI mod = modulators of SUMO1 protein-protein interactions, primary screen, biochemical, uHTS | inhibition, % at 20 µM | AID 602429, 2012 | SUMO1 binding to a labelled peptide, TR-FRET, 1 h | Small ubiquitin-related modifier 1 (Homo sapiens), P63165 | actives 0.33% (n = 360,000); in the data active means inhibition above about 37%
Target sequence (P63165 whole entry, looked up): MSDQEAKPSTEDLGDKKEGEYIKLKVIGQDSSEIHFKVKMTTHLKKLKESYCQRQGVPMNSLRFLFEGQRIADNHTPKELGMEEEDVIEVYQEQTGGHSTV
NadD inh = inhibitors of S. aureus NadD, primary screen, biochemical, colorimetric, uHTS; Nicotinate-nucleotide adenylyltransferase NadD (Staphylococcus aureus N315); purified NadD enzyme, colorimetric absorbance read-out; inhibition, % at 20 µM; actives 0.78% (n = 360,000); AID 602399, 2012; in the data active means inhibition above about 26%; further: some compounds past the cut are filed as inactive
CSN inh = inhibitors of CSN-mediated cullin deneddylation, primary screen, biochemical, fluorescence polarization, uHTS; Purified CSN, SCF-Nedd8-OG deneddylation; inhibition, % at 12.5 µM; actives 0.38% (n = 360,000); AID 651999, 2013;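 active means pattern-corrected inhibition above about 35%, with an unprinted fluorescence ratio check between 0.5 and 1.5, limit read from the data, passing the limit was not always enough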;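 further: 0% = enzyme with substrate and 100% = substrate without enzyme; some results filed as inactive read as strong as hits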
Target sequence (Q92905 whole entry, looked up, one chain of several): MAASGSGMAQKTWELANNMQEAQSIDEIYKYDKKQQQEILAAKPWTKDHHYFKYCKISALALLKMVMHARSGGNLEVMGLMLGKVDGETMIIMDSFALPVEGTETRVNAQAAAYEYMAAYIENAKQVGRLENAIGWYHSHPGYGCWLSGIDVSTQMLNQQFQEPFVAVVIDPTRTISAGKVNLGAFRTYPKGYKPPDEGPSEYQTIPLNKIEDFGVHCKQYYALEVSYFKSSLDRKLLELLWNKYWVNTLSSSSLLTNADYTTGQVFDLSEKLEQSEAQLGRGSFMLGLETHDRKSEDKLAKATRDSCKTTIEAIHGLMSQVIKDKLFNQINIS
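Assay system: Purified human Csn5 enzyme expressed in HEK293T cells | Amount: Enzyme 0.24 nM | Measured by: Fluorescence polarization readout | Medium: Tris/NaCl/DTT buffer, pH 7.5 | Compound dosing: One concentration, 12.5 µM, 0.25% DMSO | Times: 90 min incubation of compound, enzyme and substrate at room temperature | Control set: no-enzyme wells high, enzyme-with-substrate wells low | Read-out: % inhibition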
TbMetRS inhib = T. brucei MetRS inhibitors, primary screen, biochemical, luminescence. inhibition, % at 11.9 µM. purified T. brucei MetRS, ATP depletion, Kinase-Glo luminescence. actives 0.4% (n = 360,000);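 active means inhibition above a per-plate cutoff of the control wells' mean inhibition plus 3 SD, cut at about 5.5% in these data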;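 further: 0% = DMSO wells median and 100% = median of wells with control inhibitor compound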
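Assay system: T. brucei methionyl-tRNA synthetase, purified | Medium: HEPES buffer with MgCl2, KCl, DTT, spermine, BSA, pyrophosphatase | Compound: 11.9 µM single point | Incubation: 15 min enzyme-compound preincubation, 2 h reaction, 10 min detection, 25 °C | Measured by: Kinase-Glo luciferase luminescence reporting remaining unconsumed ATP | Measure: % inhibition normalized to control-well medians | Replication: Singlicate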
MsrA inhibitor = bovine MsrA enzyme inhibitors, primary screen, biochemical, absorbance, HTS. Methionine sulfoxide reductase A (Bos taurus). purified bovine MsrA, absorbance read-out. inhibition, % at 15.5 µM. actives 0.75% (n = 360,000); in the data active means inhibition above about 4.5%;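 further: 0% = vehicle wells with enzyme and 100% = reference inhibitor wells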
DNMT1 inh = human DNMT1 methyltransferase inhibitors, primary screen, biochemical, molecular beacon, fluorescence, HinP1I cleavage, uHTS; DNA (cytosine-5)-methyltransferase 1 (Homo sapiens), P26358; inhibition (reported as % activation of signal), % at 10 µM; actives 0.83% (n = 360,000); AID 588458, 2011; in the data active means inhibition above about 50%
STEP block = STEP phosphatase inhibitors, primary screen, biochemical, fluorescence intensity, uHTS | Tyrosine-protein phosphatase non-receptor type 5 (Homo sapiens), P54829 | recombinant STEP, OMFP fluorogenic substrate | inhibition, % at 20 µM | actives 0.25% (n = 360,000) | AID 588621, 2011;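 active means inhibition at 20 µM, scaled per plate between control wells, above about 37%, limit read from the data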;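 further: 0% = DMSO with enzyme and substrate and 100% = substrate only without enzyme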
Target sequence (P54829 whole entry, looked up): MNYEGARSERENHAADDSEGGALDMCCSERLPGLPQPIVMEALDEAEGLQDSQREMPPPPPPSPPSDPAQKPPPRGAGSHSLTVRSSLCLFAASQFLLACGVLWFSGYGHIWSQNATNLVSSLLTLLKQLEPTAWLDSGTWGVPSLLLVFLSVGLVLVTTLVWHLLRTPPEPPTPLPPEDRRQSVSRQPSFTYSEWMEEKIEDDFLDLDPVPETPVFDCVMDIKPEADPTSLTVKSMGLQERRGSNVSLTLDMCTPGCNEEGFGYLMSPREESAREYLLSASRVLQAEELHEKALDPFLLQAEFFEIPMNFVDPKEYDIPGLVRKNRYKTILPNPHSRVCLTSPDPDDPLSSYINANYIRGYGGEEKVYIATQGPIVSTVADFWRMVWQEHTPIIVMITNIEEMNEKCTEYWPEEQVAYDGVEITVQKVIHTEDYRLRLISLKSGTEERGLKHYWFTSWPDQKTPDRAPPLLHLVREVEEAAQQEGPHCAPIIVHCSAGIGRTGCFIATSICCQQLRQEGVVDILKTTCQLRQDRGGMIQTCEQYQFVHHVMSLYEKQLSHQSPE
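Material: STEP (striatal-enriched tyrosine phosphatase) enzyme, cell-free | Medium: 50 mM Bis-Tris pH 6.0 with 2.5 mM DTT and 0.005% Tween 20 | Read-out: Percent inhibition scaled to no-enzyme and uninhibited-enzyme controls, plate-pattern corrected | Signal: Fluorescence read at 480 nm ex / 540 nm em | Times: 20 min reaction, room temperature, in the dark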
Scp-1 inhibitor = Scp-1 phosphatase inhibitors, primary screen, biochemical, colorimetric, uHTS; actives 0.88% (n = 340,000); inhibition, % at 20 µM; Recombinant Scp1, phosphopeptide, malachite green phosphate absorbance; Carboxy-terminal domain RNA polymerase II polypeptide A small phosphatase 1 (Homo …; AID 493091, 2011;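 active means inhibition above about 50% at 20 µM, limit read from the data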;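 further: plate controls were DMSO wells with enzyme for no effect and wells lacking enzyme for full effect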
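assay system = SCP-1 phosphatase catalytic domain, residues 76-261 | buffer or medium = 50 mM Tris acetate pH 5.5, 0.005% Tween-20, 10 mM MgCl2 | incubation = enzyme reaction 45 min at room temperature, colour 5 min, stabilisation 30 min | signal = Phosphate-binding colour reagent, absorbance read at 630 nm | measure = % inhibition at 20 µM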
LMPTP block = LMPTP phosphatase inhibitors, primary screen, biochemical, fluorescence intensity, uHTS; Low molecular weight phosphotyrosine protein phosphatase (Homo sapiens), P24666; recombinant LMPTP-A, OMFP fluorogenic substrate; inhibition, % at 20 µM; actives 0.22% (n = 360,000); AID 651560, 2012;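 active means compounds that cut the enzyme signal by at least half of the control window in the single-dose screen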;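 further: plate controls were DMSO wells with enzyme plus substrate for no effect and substrate without enzyme for full effect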
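Buffer or medium: Bis-Tris pH 6.0, DTT, detergent; Assay system: LMPTP-A enzyme; Quantity: 0.625 nM enzyme; Detection: endpoint fluorescence intensity; Times: 50 min dark incubation at room temperature; Controls: substrate-only low control, DMSO enzyme-plus-substrate high control; Doses: single 20 µM dose; Read-out: percent inhibition versus substrate-only and uninhibited controls; Reagent: 400 µM OMFP.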
* marks the source's active call; other numbers are inactive results; i = inactive; . = not tested or not shown; + = active, no number. Compounds were not picked by outcome. Share with any hit: about 3.9%.

SMILES	Rpn11 block	SUMO1 PPI mod	NadD inh	CSN inh	TbMetRS inhib	MsrA inhibitor	DNMT1 inh	STEP block	Scp-1 inhibitor	LMPTP block
COc1ccccc1CN(CC(=O)NCc1ccc2c(c1)OCO2)C(=O)c1csnn1	i	2	-3	-2	0.4	-1.3	-1	-2	-7	-1.0
CC(Sc1nc2ccccc2s1)C(=O)N(C)Cc1ccccc1 (stereo not drawn)	i	8	1	1	0.1	0.9	0	3	-5	2.3
C/C=C/c1ccc(OCC(=O)Nc2ccc(OC)c(OC)c2)c(OC)c1	i	0	-8	1	-0.7	-0.6	-3	1	-8	0.5
CCCCn1nnc(NC(=O)COc2ccc(Cl)c(C)c2)n1	i	0	-9	-2	-0.8	-0.8	1	-1	0	-0.7
CCOC(=O)C1C(=O)NC(N2CCc3ccccc32)=NC1c1ccccc1 (stereo not drawn)	i	1	2	-8	-0.4	-0.4	1	-4	0	-0.2
CCN1C(=O)/C(=C2\SC(=S)N(c3c(C)n(C)n(-c4ccccc4)c3=O)C2=O)c2ccccc21	i	-2	12	6	-0.1	0.5	2	2	-11	0.1
O=C(NCC1(N2CCCCC2)CCCCC1)c1cccc(S(=O)(=O)Nc2ccccc2Cl)c1	i	2	0	-4	-0.2	0.1	-1	0	0	0.6
CCOC(=O)c1cc2c(=O)n3ccccc3nc2n(Cc2ccco2)c1=NC(=O)c1ccccc1OC	i	-3	28	2	-0.7	-0.8	14	1	2	4.1
CCc1cccc(CC)c1-n1c(SCC(=O)N2CCCc3ccccc32)nc(O)cc1=O	i	8	9	0	-0.2	1.2	1	-4	-5	2.8
CCN1CCN(CC2COc3ccccc3O2)CC1 (stereo not drawn)	i	3	-2	-1	0.1	-1.1	0	-1	-4	-3.3
O=C(OCCN1CCOCC1)c1ccc2c(c1)OCCO2	i	0	0	4	-0.6	0.9	4	-3	5	-2.8
Cc1noc(C)c1COc1ccccc1C(=O)N(C)CC(=O)Nc1ccc(F)c(F)c1F	i	-1	-1	-2	-0.2	-0.7	3	4	-2	-1.3
O=C(COC(=O)C1(c2ccc(F)cc2)CCCC1)NCc1ccc2c(c1)OCO2	i	2	-8	3	-0.2	0.9	-5	3	-12	1.2
CC1=Nc2cc(C(=O)NCCCOC(C)C)ccc2Sc2ccccc21	i	-1	-2	-3	-0.1	0.0	-7	4	-4	1.9
COc1ccc(N(CCC#N)S(=O)(=O)c2cccc3nsnc23)cc1	i	-19	-4	-23	0.1	0.4	1	0	0	-2.4
COc1ccc(/C=C(\C)C(=O)c2c(C)cc(C)[nH]c2=O)cc1	i	-1	2	2	-0.7	2.7	0	0	7	-1.0
CCC(=Nc1ccc(N)cc1)C1=C(O)C(C(=O)OC)C(C)(C)CC1=O (stereo not drawn)	i	11	-2	3	0.9	2.7	-30	4	-11	1.9
Cc1cccc2sc(NC(=O)CNS(=O)(=O)c3ccc(Br)s3)nc12	i	1	-4	-2	-0.8	-0.9	2	-1	-2	1.5
COc1ccccc1-c1nc2cc3ccccc3cc2nc1-c1ccccc1OC	i	-10	7	2	0.2	-1.3	-9	-2	-8	3.0
Cc1ccccc1OCC(=O)Nc1nc(-c2ccncc2)cs1	i	4	-1	3	-0.2	-0.7	-4	1	-2	0.0
N#C/C(=C\c1ccc(-c2ccccc2)cc1)c1nc(-c2ccco2)cs1	+	1	0	14	0.0	0.7	6	1	-10	-0.2
CC(=O)Nc1ccc(S(=O)(=O)N2CCN(c3cccc(C)c3C)CC2)cc1	i	2	4	0	-1.1	-0.9	-7	1	6	-0.6
CC(=O)Nc1ccc(C(=O)CSc2nccc(=O)[nH]2)cc1	i	2	-5	-3	-0.3	0.9	1	1	-1	0.0
CN(Cc1ccc(F)cc1)C(=O)C(c1ccccc1)c1ccccc1	i	0	-4	-4	0.0	0.1	0	2	-1	0.7
Cc1ccc(C2/C(=C(/O)c3ccc(Br)cc3)C(=O)C(=O)N2Cc2ccco2)o1 (stereo not drawn)	i	10	4	3	0.4	1.1	11	4	-2	-0.6
Cc1cc(C(=O)OCC(=O)N2CCN(c3ccccc3)CC2)c2ccccc2n1	i	-17	3	-6	-0.2	2.4	-2	0	11	0.5
COc1cc2c(c(OC)c1OC)-c1c(cc3c(c1OC)OCO3)C1OC2[C@@H](C)[C@H]1C (stereo partly drawn)	i	-1	2	-1	0.6	-0.3	-1	-1	-8	1.3
CCC(C)Sc1ccc([C@@H]2[C@@H]3C(=O)N(CC)C(=O)[C@@H]3[C@]3(C(=O)OC)CCCCN23)cc1OC (stereo partly drawn)	i	6	-2	-4	0.2	0.2	-2	0	-6	1.6
Cc1ccnc(SC2CC(=O)N(c3ccc([N+](=O)[O-])cc3)C2=O)n1 (stereo not drawn)	i	-23	2	0	-0.5	-0.7	1	-2	-5	0.7
COc1ccc(Cl)cc1S(=O)(=O)N1CCC(C(=O)NCCC2=CCCCC2)CC1	i	0	-6	-6	0.2	-0.3	-2	5	-5	1.4
O=C(COc1ccc(Br)cc1Br)NC(=S)Nc1cccc(CO)c1	i	1	-5	-7	-0.6	0.6	8	1	11	-1.3
CCn1cc(/C=C(\NC(=O)c2ccccc2F)C(=O)NCCCN2CCOCC2)c2ccccc21	i	3	-5	-4	0.2	2.7	0	-2	-8	-1.2
CC(=O)NC(N1CCCCC1)C(F)(F)C(F)(F)C(F)(F)C(F)F (stereo not drawn)	i	4	3	3	0.2	1.8	-2	-2	2	-0.6
Nc1ccc(C2=Nc3cccc4cccc(c34)N2)cc1	i	-3	17	1	0.4	1.4	-17	-1	-3	18
COc1ccc(C2CC(C)=NN2C=O)cc1OC (stereo not drawn)	i	2	2	-6	-0.1	0.7	-2	-1	-4	-1.1
COc1ccc(OC)c(NP2(=O)OCC(C)([N+](=O)[O-])CO2)c1 (stereo not drawn)	i	-7	-2	-4	-0.3	-0.4	-1	1	5	-0.4
Cc1ccc(CNC(=O)C2CCCN2S(=O)(=O)c2ccc3c(c2)C(C)(C)C(=O)N3C)cc1 (stereo not drawn)	i	-2	4	1	-0.3	-0.5	2	1	-7	-1.1
O=C(N/C(=C\c1ccc(Br)cc1)C(=O)N1CCOCC1)c1ccco1	i	2	0	6	-0.7	0.8	0	-3	-2	-0.8
Cc1onc(-c2ccccc2)c1-c1n[nH]c(=S)n1-c1ccccc1Cl	i	-3	4	-3	0.0	-0.3	0	0	-2	-1.7
CCn1c(SCC(=O)Nc2ccc(Cl)cc2)nc2nc3c(cc2c1=O)CCCC3	i	2	9	-1	-0.2	0.4	-3	2	6	2.0
O=C(c1ccc(OC2CCN(C/C=C/c3ccc(F)cc3)CC2)cc1)N1CCCCC1	i	3	0	-7	0.2	0.5	-2	2	-2	1.9
CN(C(=O)c1ccc(-c2nn(C)c(=O)c3ccccc23)cc1)C1CCCCC1	i	-4	1	-1	-0.1	0.6	2	2	0	1.7
O=C(O)c1ccc(S(=O)(=O)N2CCCCCCC2)cc1	i	-3	-2	0	0.2	-0.7	-7	0	.	-1.9
CCCCOc1ccc(C2OC34CCCCC3C(C#N)(C#N)C2(C#N)C(=N)O4)cc1 (stereo not drawn)	i	8	3	-27	0.1	.	-4	-4	-4	-0.9
CN(CC(=O)Nc1ccc(N2CCOCC2)cc1)CC(=O)Nc1cccc(C#N)c1	i	-2	3	-8	-1.7	-0.3	3	0	7	-0.7

Ordered by molar mass (rising): some entries from above
SMILES	Rpn11 block	SUMO1 PPI mod	NadD inh	CSN inh	TbMetRS inhib	MsrA inhibitor	DNMT1 inh	STEP block	Scp-1 inhibitor	LMPTP block
COc1ccc(OC)c(NP2(=O)OCC(C)([N+](=O)[O-])CO2)c1 (stereo not drawn)	i	-7	-2	-4	-0.3	-0.4	-1	1	5	-0.4
Cc1onc(-c2ccccc2)c1-c1n[nH]c(=S)n1-c1ccccc1Cl	i	-3	4	-3	0.0	-0.3	0	0	-2	-1.7
CN(C(=O)c1ccc(-c2nn(C)c(=O)c3ccccc23)cc1)C1CCCCC1	i	-4	1	-1	-0.1	0.6	2	2	0	1.7
O=C(N/C(=C\c1ccc(Br)cc1)C(=O)N1CCOCC1)c1ccco1	i	2	0	6	-0.7	0.8	0	-3	-2	-0.8
CN(CC(=O)Nc1ccc(N2CCOCC2)cc1)CC(=O)Nc1cccc(C#N)c1	i	-2	3	-8	-1.7	-0.3	3	0	7	-0.7
O=C(c1ccc(OC2CCN(C/C=C/c3ccc(F)cc3)CC2)cc1)N1CCCCC1	i	3	0	-7	0.2	0.5	-2	2	-2	1.9
CCn1c(SCC(=O)Nc2ccc(Cl)cc2)nc2nc3c(cc2c1=O)CCCC3	i	2	9	-1	-0.2	0.4	-3	2	6	2.0
Cc1ccc(CNC(=O)C2CCCN2S(=O)(=O)c2ccc3c(c2)C(C)(C)C(=O)N3C)cc1 (stereo not drawn)	i	-2	4	1	-0.3	-0.5	2	1	-7	-1.1
